Tat export inh: blocks Tat-dependent protein export in E. coli; inhibition, % at 10 µM; E. coli MC4100 TorA-mCherry Tat export, fluorescence; actives 0.036% (n = 340,000);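 active = mean replicate inhibition at least 50% and at least half of replicates individually reaching 50%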;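 also: exported cargo escapes ClpAP degradation while cytoplasmic cargo is degraded and loses fluorescence; 0% = median of neutral control wells and 100% = median of NaSCN control wells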
phage Ecoli inh: E. coli growth loss with phage present; inhibition, % at 11.9 µM; actives 0.26% (n = 360,000); growth absorbance; in the data active = inhibition above about 11%
CDK5 inh: blocks human CDK5/p35 kinase activity | Recombinant CDK5/p35, ADP-Glo luminescence, 60 min | inhibition, % at 10 µM | actives 0.01% (n = 330,000) | AID 488839;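 active = highest replicate inhibition of at least 50% and at least 75% of replicates reaching 50%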;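 also: plate controls were DMSO neutral control for no effect and GW8510 at 10 µM for full effect; many of its hits are not listed in these tables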
Target sequence (Q00535 whole entry, looked up): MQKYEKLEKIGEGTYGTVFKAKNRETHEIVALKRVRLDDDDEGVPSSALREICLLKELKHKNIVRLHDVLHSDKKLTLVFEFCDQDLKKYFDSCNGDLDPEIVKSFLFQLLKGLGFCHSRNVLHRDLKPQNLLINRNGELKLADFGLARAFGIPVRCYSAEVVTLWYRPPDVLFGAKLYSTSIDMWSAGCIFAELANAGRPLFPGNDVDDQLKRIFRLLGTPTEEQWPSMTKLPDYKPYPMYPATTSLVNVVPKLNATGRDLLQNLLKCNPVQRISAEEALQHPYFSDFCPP
Target sequence (Q15078 whole entry, looked up): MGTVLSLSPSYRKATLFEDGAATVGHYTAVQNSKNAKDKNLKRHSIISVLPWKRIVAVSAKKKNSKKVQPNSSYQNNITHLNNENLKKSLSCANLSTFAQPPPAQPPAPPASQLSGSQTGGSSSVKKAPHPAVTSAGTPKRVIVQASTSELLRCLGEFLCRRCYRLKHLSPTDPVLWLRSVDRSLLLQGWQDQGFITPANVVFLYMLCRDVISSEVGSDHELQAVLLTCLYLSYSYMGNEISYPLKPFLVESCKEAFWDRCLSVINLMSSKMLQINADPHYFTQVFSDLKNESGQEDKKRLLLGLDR
Ecoli viability: reduces bacterial viability in AddAB counter-screen. E. coli V3065 growth, OD600 absorbance, 18 h. inhibition, % at 11.9 µM. actives 0.27% (n = 330,000);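 active = inhibition above the campaign's mean inhibition across all tested compounds plus 3 SD, cut at about 9.9% in these data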;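 also: uninfected addAB+ strain grown without phage in ampicillin broth; 0% = DMSO wells and 100% = ciprofloxacin 0.95 µg/ml wells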
HTR5A ag: activates human HTR5A in OPRM1-OPRD1 agonist counter-screen; actives 0.61% (n = 340,000); HTR5A agonist assay, luminescence, cell-based; P47898; AID 504692; activation, % at 9.3 µM; in the data active = activation mostly above about 9.5%, no sharp cut-off; inactive = mostly below about 7.6%;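 also: 0% = cells with vehicle only and 100% = reference agonist; strong numbers were not always called active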
DAGLB inh: diacylglycerol lipase beta (human) inhibition. Q8NCG7. HEK293T DAGLB membrane lysate, EnzChek fluorogenic substrate. inhibition, % at 5.17 µM. actives 0.059% (n = 340,000). AID 504411; in the data active = inhibition above about 34%;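 also: 0% = enzyme with vehicle and 100% = wells lacking enzyme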
PKA-R2B act: activators of human PKA-R2B complex | P22694+P31323 | PKA-R2B holoenzyme dissociation, Cy5-IP20 fluorescence polarization; R2B truncated from residue 108, S112A mutant; 0% DMSO only, 100% 113 µM cGMP | activation, % at 11.4 µM | actives 0.079% (n = 340,000) | AID 504700;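 active = activation above a cutoff set at the mean over all compounds plus 3 SD, cut at about 18% in these data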;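 also: higher means more holoenzyme dissociation and a rise in polarization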
Target sequence (P31323 whole entry, looked up, other chains not shown, the tested form may be a part): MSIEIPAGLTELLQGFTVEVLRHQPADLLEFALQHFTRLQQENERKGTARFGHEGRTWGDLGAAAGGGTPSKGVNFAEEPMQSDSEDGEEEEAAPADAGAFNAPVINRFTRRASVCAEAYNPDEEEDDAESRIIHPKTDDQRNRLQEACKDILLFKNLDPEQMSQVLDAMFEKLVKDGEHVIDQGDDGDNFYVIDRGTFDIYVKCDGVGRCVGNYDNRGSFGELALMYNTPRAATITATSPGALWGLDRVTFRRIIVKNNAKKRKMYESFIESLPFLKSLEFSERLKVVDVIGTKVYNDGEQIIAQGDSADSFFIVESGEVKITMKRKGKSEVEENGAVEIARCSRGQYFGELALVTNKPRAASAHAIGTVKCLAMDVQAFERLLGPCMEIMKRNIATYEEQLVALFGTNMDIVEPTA
AddAB inh: less growth of phage-infected E. coli with AddAB. E. coli expressing H. pylori AddAB, absorbance growth. inhibition, % at 11.9 µM. actives 0.29% (n = 330,000); in the data active = inhibition above about 12%;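 also: 0% = vehicle wells of infected cells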
HTR5A inv ctr: counter-screen for OPRM1-OPRD1 inverse agonists: human HTR5A inverse agonism; P47898; HTR5A cell line, luminescence; AID 504634; inhibition, % at 9.3 µM; actives 0.083% (n = 340,000); in the data active = inhibition mostly above about 23%, no sharp cut-off; inactive = mostly below about 18%;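 also: 0% = cells with DMSO and 100% = no-cell wells with DMSO; some compounds called inactive have numbers as strong as hits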
SUMO Mot1 rescue: blocks SUMOylation pathway, rescuing yeast Mot1-301 growth | S. cerevisiae Mot1-301 growth rescue, ATP luminescence, 38.5C; percent above DMSO median, 100 means doubled | growth rescue, % at 18.8 µM | actives 1% (n = 320,000) | AID 2716;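 active = every valid replicate shows activation above 250% relative to neutral control wells; inactive = the rest, any valid replicate at or below 250%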;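 also: OY570 slx delta 5 strain wells were the positive control but not used for scaling; some compounds called inactive have numbers as strong as hits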
PKA-R1A activ: activators of PKA-R1A complex; P00514+P68181; PKA-R1A dissociation, Cy5-IP20 fluorescence polarization; scaled: DMSO 0%, 113 µM cGMP 100%; activation, % at 11.4 µM; actives 0.083% (n = 340,000); AID 504707;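 active = percent activation above the mean of all tested compounds plus 3 SD, cut at about 19% in these data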;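 also: higher means more PKAc released from R1A so a rise in polarization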
An asterisk follows results filed as active; . = not tested or not shown.

nr	structure	phage Ecoli inh	PKA-R1A activ	HTR5A ag	Tat export inh	AddAB inh	DAGLB inh	PKA-R2B act	SUMO Mot1 rescue	HTR5A inv ctr	CDK5 inh	Ecoli viability
1	COC1=C/C(=C/c2c(N)n3nc(CC(=O)N4CCOCC4)sc3nc2=O)C=CC1=O	-0.2	-5	-2	-7	1.5	-1	-3	-8	7	-3.8	-0.2
2	O=C(CSc1nc2ccc(N3CCOCC3)cc2c(=O)n1CCc1ccccc1)NCC1CCCO1 (stereo unspecified)	-1.7	0	-1	18	1.6	2	6	-1	1	0.1	-3.3
3	CN(c1ccc(OCC(=O)OCC(=O)Nc2ccccc2F)cc1)S(=O)(=O)c1cccs1	2.8	6	1	-1	-0.2	-3	11	26	8	-1.5	-1.4
4	NS(=O)(=O)c1ccc(NC(=O)c2ccc3nccnc3c2)cc1	0.2	.	.	-7	0.4	.	.	92	.	0.8	-1.0
5	COC(=O)c1ccc(-n2c(C)cc(-c3csc(NC(=O)c4ccc(S(=O)(=O)N(C)C)cc4)n3)c2C)cc1	5.0	-4	5	-7	1.0	4	-8	-15	-12	-0.7	-0.4
6	COC(=O)c1c(C)[nH]c(C(=O)/C=C/c2ccccc2)c1C	3.2	-3	2	-5	-0.2	-1	6	.	0	.	0.2
7	CC(C(=O)NC1CCCC1)N(C(=O)Cn1nnc(-c2ccc(F)cc2)n1)c1ccccc1F (stereo unspecified)	0.4	0	3	0	3.8	-5	-5	68	-9	-0.2	0.2
8	COc1ccc(C(C)=O)cc1CSc1nc2ccccc2c(=O)n1-c1cccc(C)c1	2.6	-8	4	-4	1.3	-5	2	28	-3	.	-2.2
9	CCOC(=O)c1cnc2c(C(F)(F)F)cccc2c1N1CCOCC1	2.6	3	-1	-3	4.8	-4	1	46	-5	2.8	-0.9
10	Cc1c(C(=O)NC(=S)NCC(C)C)oc2ccccc12	3.5	-10	-3	-1	1.4	-1	3	-5	9	-1.5	0.6
11	Cc1ccc(C(=O)OCc2cn(-c3ccccc3)nn2)cc1	4.2	.	.	6	0.8	.	.	0	.	-0.8	-1.1
12	Nc1ccc(C(=O)NC23CC4CC(CC(C4)C2)C3)cc1	-1.0	3	1	-5	1.1	0	1	81	-5	1.3	0.0
13	COc1ccc(NC(=O)NC2(C)CCS(=O)(=O)C2)cc1 (stereo unspecified)	-0.6	8	4	0	.	-1	3	.	-11	0.3	.
14	Cc1cc(C)c(S(=O)(=O)c2cccc(C)c2C)c(=O)[nH]1	1.4	6	-1	7	1.7	-1	2	415*	2	0.3	-1.2
15	O=C(NNC(=O)c1cc2cc3ccccc3nc2s1)c1cccc(Cl)c1	0.8	2	2	-1	2.6	2	2	-5	-5	-0.6	0.6
16	CCS(=O)(=O)c1ccc2c(c1)N(S(C)(=O)=O)CC(C(=O)NCCOC)O2 (stereo unspecified)	0.9	1	3	2	4.4	-1	7	99	-8	.	2.9
17	CC(=O)C[C@H](O)CC(=O)[C@H]1OC(=O)CCCCCc2ccccc21	2.9	-2	0	-6	0.0	-4	2	-19	0	-0.1	-0.9
18	COC(=O)c1sccc1-n1cccc1C(=O)C(=O)Nc1ccc(F)cc1	0.0	-8	0	4	7.1	4	-1	-17	-21	2.9	2.2
19	Cc1ccc(C(=O)NC(N(C)C)C(Cl)(Cl)Cl)cc1 (stereo unspecified)	4.8	0	1	12	1.3	0	3	-2	-23	-1.1	0.8
20	Nc1cnnc(N/N=C\c2ccccc2)c1Cl	2.9	0	-4	3	1.9	2	-6	10	21	5.4	0.0
21	O=c1c2c(nc3c(-c4ccc(Cl)cc4)c[nH]n13)CCC2	1.5	-5	-3	-2	0.2	7	-3	-2	8	-0.4	-1.7
22	O=C(COC(=O)c1ccc(-c2cnc3ccccc3n2)cc1)c1ccccc1	4.5	-3	-2	0	0.0	-2	-7	1	4	0.1	0.3
23	COc1ccc(NC(=O)C(=O)c2cn(CC(=O)N3CCCC3)c3ccccc23)cc1OC	2.5	-8	-2	3	0.7	-1	-6	-8	-18	-0.4	2.4
24	Clc1ccccc1-c1nnc2n1CCCCC2	5.0	4	-6	-2	0.0	-7	4	-7	1	-0.3	-0.8
25	Cc1ccc(S(=O)(=O)/N=C2\C=C(Nc3ccc(O)cc3)C(=O)c3ccccc32)cc1	.	-11	0	3	3.5	46*	-3	-20	-7	5.7	6.3
26	COc1ccccc1NS(=O)(=O)c1ccc(C(N)=O)cc1	3.1	3	0	5	3.3	0	1	-1	0	-0.7	-1.7
27	O=C(/C(=C/O)N=Nc1cccc(C(F)(F)F)c1)c1ccccc1	4.3	-2	0	0	0.9	0	3	1	1	-0.4	-2.3
28	Cc1ccc(C(=O)Nc2nnn(C)n2)cc1	-9.7	-16	1	-5	2.2	-1	-1	119	2	-0.6	-2.4
29	COc1ccc(CC(=O)N/N=C(/C)c2ccco2)cc1	-0.2	-4	5	-10	0.9	2	3	2	-1	0.6	-1.6
30	Cc1nc(SCc2c(F)cccc2Cl)c2c(=O)n(C)c(=O)n(C)c2n1	1.2	4	-4	-3	-3.0	-1	3	-7	-20	0.2	0.3
31	CCOc1ccccc1N(CC(=O)N1CCC(C(N)=O)CC1)S(=O)(=O)c1ccc(SC)cc1	0.9	2	-5	3	3.7	2	-9	42	1	-2.0	0.8
32	Cc1ccc(-c2cc(C(=O)N3CCCC(C(F)(F)F)C3)c3ccccc3n2)o1 (stereo unspecified)	3.5	-7	-7	-4	-0.5	-4	5	-7	21	-0.5	-2.3
33	O=c1[nH]c(-c2ccccc2)cs1	3.7	-7	4	2	-2.3	0	-16	6	-8	0.6	-2.0
34	Cc1nnc(SCc2cc(=O)oc3ccc4ccccc4c23)n1Cc1ccccc1	0.8	-7	-8	-6	-0.2	1	-4	-10	28	1.3	-0.3
35	CCOCCCNCc1cn(-c2ccc(F)cc2F)nc1-c1ccccc1C	1.0	-3	-3	-1	2.1	-6	-8	-21	9	-0.1	2.2
36	Cc1ccc(S(=O)(=O)NCCC(=O)Nc2ccncc2)cc1C	-4.7	5	-3	2	0.0	-2	4	-7	9	0.6	-0.8
37	COC(=O)c1ccc(CSc2nc3scc(-c4cccs4)c3c(=O)[nH]2)o1	3.8	0	3	4	1.0	10	6	23	-6	-1.1	-1.1
38	CCN(CC)CCCNC(=O)c1oc2ccc(S(=O)(=O)N3CC(C)CC(C)C3)cc2c1C (stereo unspecified)	2.1	-6	1	8	1.1	-2	0	-12	1	-3.3	-2.3
39	COc1ccc(C(=O)COC(=O)c2ccc(NC(=O)c3ccccc3)cc2)cc1	0.3	-3	-2	-1	1.6	4	-2	3	-6	0.4	-1.9
40	CN1CCN(CC(=O)Nc2c(C(=O)C3CC3)oc3ccccc23)CC1	2.7	-2	-1	8	1.1	-1	-3	4	-7	-1.6	3.0
41	O=C1CC(N2CCC(c3nc4ccccc4o3)CC2)C(=O)N1c1cc(Cl)cc(Cl)c1 (stereo unspecified)	2.7	-4	1	-3	1.5	-3	-5	271	-14	-0.3	-0.9
42	COc1ccc(S(=O)(=O)N(CC(=O)O)c2ccc(C)cc2)cc1	3.0	-4	0	2	-0.4	-2	-9	260	4	4.1	-0.4
43	Cc1noc(C)c1C(=O)Nc1cccnc1	1.0	-2	3	-11	0.4	-2	4	-14	-10	-1.0	1.2
44	O=C1CC(c2ccccc2)CC(O)=C1C=NCc1ccncc1 (stereo unspecified)	2.9	-10	3	-12	-0.7	1	1	-20	-9	-8.3	-2.8
45	CCOc1ccc(S(=O)(=O)N2CCCCC2)cc1NC(=O)Cc1cccs1	2.2	-6	10	-2	4.3	-4	-10	7	-26	-3.7	2.7
46	CCOC(=O)c1nn(-c2ccc(C)cc2)c(=O)cc1OCC(=O)Nc1cc(C)ccc1OC	4.1	0	5	6	-0.4	-2	6	5	-13	0.2	-0.4
47	COc1ccccc1C(=O)COC(=O)Cn1[nH]c(=O)c2ccccc2c1=O	1.5	-6	4	2	-3.4	1	-4	17	-15	-0.1	-0.8
48	O=C(CCn1cccn1)N1CCCC(N2CCN(c3cccc(Cl)c3)CC2)C1 (stereo unspecified)	1.3	-10	3	0	.	-1	5	-5	-2	0.1	.

3 compounds out of the list, ordered by length of the SMILES, high to low:
nr	structure	phage Ecoli inh	PKA-R1A activ	HTR5A ag	Tat export inh	AddAB inh	DAGLB inh	PKA-R2B act	SUMO Mot1 rescue	HTR5A inv ctr	CDK5 inh	Ecoli viability
46	CCOC(=O)c1nn(-c2ccc(C)cc2)c(=O)cc1OCC(=O)Nc1cc(C)ccc1OC	4.1	0	5	6	-0.4	-2	6	5	-13	0.2	-0.4
45	CCOc1ccc(S(=O)(=O)N2CCCCC2)cc1NC(=O)Cc1cccs1	2.2	-6	10	-2	4.3	-4	-10	7	-26	-3.7	2.7
44	O=C1CC(c2ccccc2)CC(O)=C1C=NCc1ccncc1 (stereo unspecified)	2.9	-10	3	-12	-0.7	1	1	-20	-9	-8.3	-2.8

Remaining list, next part.
nr	structure	phage Ecoli inh	PKA-R1A activ	HTR5A ag	Tat export inh	AddAB inh	DAGLB inh	PKA-R2B act	SUMO Mot1 rescue	HTR5A inv ctr	CDK5 inh	Ecoli viability
49	O=C1C2CCCN2C(c2ccccc2F)N1c1ccc(Cl)cc1 (stereo unspecified)	0.4	-11	-4	-10	2.1	-5	-2	-4	-1	-1.4	0.0
50	O=C(NCCO)/C(=C\c1cccc([N+](=O)[O-])c1)NC(=O)c1ccco1	3.7	3	-1	-18	1.1	0	2	1	3	-8.6	1.1
51	COc1ccc(CN2C(=O)C3C4C=CC(C4)C3C2=O)cc1 (stereo unspecified)	1.2	2	4	-1	1.3	-5	-1	15	22	0.9	-0.8
52	C/C(CC(C)C)=N\NS(=O)(=O)c1ccc(C)c([N+](=O)[O-])c1	1.0	-10	7	1	0.6	1	-5	24	16	-0.4	0.6
53	COc1ccc(S(=O)(=O)N2CCCC(C(=O)O)C2)cc1 (stereo unspecified)	2.2	-5	6	1	-0.2	-3	5	.	-17	-0.5	2.8
54	O=C(c1ccc(F)cc1)c1ccc(N2CCCC2)cc1	-0.6	-15	2	10	-2.7	-4	2	-6	-5	0.6	1.5
